TbMetRS inhib – blocks T. brucei methionyl-tRNA synthetase activity; AID 624268; inhibition, % at 11.9 µM; purified T. brucei MetRS, ATP depletion, Kinase-Glo luminescence; 0.4% of 360,000 active;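 active means inhibition above a per-plate cutoff of the control wells' mean inhibition plus 3 SD, cut at about 5.5% in these data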;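 further: 0% = DMSO wells median and 100% = median of wells with control inhibitor compound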
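Test system: purified T. brucei MetRS enzyme. Also added: ATP, methionine and E. coli bulk tRNA substrates. Compound: 11.9 µM single point. Schedule: 15 min enzyme-compound preincubation, 2 h reaction, 10 min detection, 25 °C. Signal: luciferase luminescence of residual ATP, Kinase-Glo. Evaluation: percent inhibition versus plate control medians. Controls: DMSO wells, low control.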
CSN deneddyl inh – blocks human CSN-mediated cullin deneddylation; Q92905; Purified CSN, SCF-Nedd8-OG deneddylation, fluorescence polarization; inhibition, % at 12.5 µM; 0.38% of 360,000 active;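 active means pattern-corrected inhibition above about 35%, with an unprinted fluorescence ratio check between 0.5 and 1.5, limit read from the data, passing the limit was not always enough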;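 further: 0% = enzyme with substrate and 100% = substrate without enzyme; some results filed as inactive read as strong as hits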
Target sequence (Q92905 whole entry, looked up, one chain of several): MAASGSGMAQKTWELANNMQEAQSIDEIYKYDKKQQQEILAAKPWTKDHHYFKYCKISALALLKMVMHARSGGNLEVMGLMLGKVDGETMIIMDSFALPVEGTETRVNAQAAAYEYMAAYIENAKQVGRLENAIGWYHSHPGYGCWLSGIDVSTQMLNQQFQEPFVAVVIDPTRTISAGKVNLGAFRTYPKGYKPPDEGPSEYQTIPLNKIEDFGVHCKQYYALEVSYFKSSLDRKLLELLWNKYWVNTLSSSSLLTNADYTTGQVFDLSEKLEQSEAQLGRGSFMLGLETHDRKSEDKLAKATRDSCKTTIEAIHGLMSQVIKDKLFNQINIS
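Schedule: reaction 90 min, room temperature / Assay system: HEK293T-derived human Csn5 enzyme / Input: Csn5 at 0.24 nM final / Measure: inhibition of Csn5 cleavage, % / Control set: substrate-only high control, full reaction low control / Technique: fluorescence polarization of the substrate / Buffer or medium: Tris/NaCl/DTT buffer, pH 7.5 / Reagent: SCFSkp2-Nedd8OG substrate at 10 nM final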
E coli Lon inh – E. coli protease La inhibition | P0A9M0 | purified E. coli Lon protease, fluorescence polarization | inhibition, % at 7.94 µM | 0.42% of 360,000 active | AID 602123; in the data active means inhibition above about 13%, passing the limit was not always enough;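 further: 0% = enzyme with probe and DMSO and 100% = no enzyme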
PABP1 MLLE inh – inhibitors of microRNA-mediated deadenylation, human PABP1 MLLE binding. P11940. inhibition, % at 20 µM. GST-MLLE / FITC-PAM2 fluorescence polarization. 0.36% of 360,000 active. AID 588489; in the data active means inhibition above about 35%, passing the limit was not always enough;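 further: plate controls were DMSO wells with GST-MLLE for no effect and wells lacking GST-MLLE protein for full effect; some results filed as inactive read as strong as hits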
Target sequence (P11940 whole entry, looked up): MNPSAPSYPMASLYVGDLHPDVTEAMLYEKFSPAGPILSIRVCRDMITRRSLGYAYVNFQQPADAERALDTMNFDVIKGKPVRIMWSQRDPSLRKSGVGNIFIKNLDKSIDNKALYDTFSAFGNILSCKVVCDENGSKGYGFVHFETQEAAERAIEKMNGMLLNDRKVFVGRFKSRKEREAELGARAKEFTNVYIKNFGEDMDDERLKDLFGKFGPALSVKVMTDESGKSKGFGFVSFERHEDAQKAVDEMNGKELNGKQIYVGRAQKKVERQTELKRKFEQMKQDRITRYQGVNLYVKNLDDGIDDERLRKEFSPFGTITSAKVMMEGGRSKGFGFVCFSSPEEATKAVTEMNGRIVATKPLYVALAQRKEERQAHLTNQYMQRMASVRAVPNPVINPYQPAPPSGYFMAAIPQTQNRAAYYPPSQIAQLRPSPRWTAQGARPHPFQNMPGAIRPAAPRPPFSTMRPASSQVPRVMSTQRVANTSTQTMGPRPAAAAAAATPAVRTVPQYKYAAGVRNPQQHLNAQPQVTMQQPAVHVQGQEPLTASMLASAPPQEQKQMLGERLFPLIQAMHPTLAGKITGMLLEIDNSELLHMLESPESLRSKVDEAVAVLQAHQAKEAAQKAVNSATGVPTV
Neddyl block – blocks human cullin neddylation. P61081+Q13564. TR-FRET cullin neddylation, biochemical. calls only at 25 µM. 0.58% of 360,000 active; in the data active means inhibition above about 36%
Rin1-Abl PPI inh – blocks binding of human Rin1 to Abl; P00519+Q13671; TR-FRET Rin1/Abl binding, biochemical; inhibition, % at 7.35 µM; 0.4% of 360,000 active; AID 588664; in the data active means inhibition above about 5%, passing the limit was not always enough
FAS TE block – blocks the thioesterase domain of human fatty acid synthase | P49327 | recombinant FAS-TE, OMFH fluorogenic substrate, fluorescence endpoint | inhibition, % at 15 µM | 0.67% of 360,000 active | AID 602261;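 active means compounds whose normalised, plate-corrected inhibition of enzyme fluorescence in the single-dose primary screen is 50% or more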;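 further: 0% = DMSO with enzyme and 100% = substrate without enzyme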
MsrA inhibitor – inhibitors of bovine MsrA; purified bovine MsrA, absorbance read-out; inhibition, % at 15.5 µM; 0.75% of 360,000 active; AID 651718; in the data active means inhibition above about 4.5%;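 further: 0% = vehicle wells with enzyme and 100% = reference inhibitor wells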
MsrA act – bovine methionine sulfoxide reductase A activation; purified bovine MsrA, absorbance read-out; 0.3% of 360,000 active; activation, % at 10.6 µM; in the data active means activation above about 7.5%;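 further: 0% = vehicle and 100% = reference activator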
Starred values were filed as active, the others as inactive; i = inactive; · = no result given.

SMILES | TbMetRS inhib | CSN deneddyl inh | E coli Lon inh | PABP1 MLLE inh | Neddyl block | Rin1-Abl PPI inh | FAS TE block | MsrA inhibitor | MsrA act
CCOC(=O)N1CCN(CCC(=O)Nc2cc(OC)cc(OC)c2)CC1 | -1.5 | 2 | -6 | -6 | i | 5 | -4 | 0.0 | -5
COc1ccccc1CNC(=O)c1cc(S(=O)(=O)N2CCCC2)cn1C | -0.3 | -3 | 1 | -8 | i | -2 | -5 | 1.4 | -1
O=C(NCc1cccnc1)C1CCCN(S(=O)(=O)c2ccc(Cl)cc2)C1 (stereo not drawn) | -0.6 | 4 | -7 | 4 | i | 1 | -7 | -0.3 | -3
CN(CC(=O)Nc1ccncc1)S(=O)(=O)c1ccc(Br)cc1 | -1.6 | -4 | 8 | -10 | i | 4 | 0 | 1.4 | -12
COc1cnc(-c2cccc(C(F)(F)F)c2)c(NC(=O)c2cc3ccccc3s2)n1 | -0.4 | 0 | 6 | -7 | i | -4 | 25 | 2.1 | 5
O=C(Nc1cccnc1)C1(c2ccccc2)CCCC1 | -1.4 | 2 | -7 | -8 | i | 2 | -10 | 1.2 | -8
Cc1nnn(C23C[C@@H]4C[C@@H](CC(C(=O)N5CCN(c6ccccc6)CC5)(C4)C2)C3)n1 | 1.2 | 110 | -4 | 14 | i | -2 | 1 | -1.1 | -1
Brc1ccc(/C=N/c2nc3ccccc3n2CCN2CCOCC2)cc1 | 0.5 | -15 | -4 | -18 | i | -3 | -10 | 1.1 | -4
CC1(C)CC(=O)C(C=NCC(O)c2ccccc2)=C(O)C1 (stereo not drawn) | -0.6 | -2 | -4 | 0 | i | -3 | -10 | 0.2 | -2
CCOc1ccc(N(CC(=O)N/N=C(\C)c2cccc(NC(C)=O)c2)S(=O)(=O)c2ccccc2)cc1 | 0.2 | 1 | 2 | -10 | i | 5 | -3 | 1.5 | -2
CCOC(=O)C(Sc1nn(C)c(=S)s1)C(C)=O (stereo not drawn) | 0.2 | 4 | 0 | -108 | i | -2 | -10 | 3.5 | 5
CN(/N=C/c1ccc(C(C)(C)C)cc1)C1=NCCN1 | -0.3 | -4 | -6 | 5 | i | -6 | -7 | 0.6 | -2

Overlap with the part before: two compounds, followed by the next part.
SMILES | TbMetRS inhib | CSN deneddyl inh | E coli Lon inh | PABP1 MLLE inh | Neddyl block | Rin1-Abl PPI inh | FAS TE block | MsrA inhibitor | MsrA act
CCOC(=O)C(Sc1nn(C)c(=S)s1)C(C)=O (stereo not drawn) | 0.2 | 4 | 0 | -108 | i | -2 | -10 | 3.5 | 5
CN(/N=C/c1ccc(C(C)(C)C)cc1)C1=NCCN1 | -0.3 | -4 | -6 | 5 | i | -6 | -7 | 0.6 | -2
CC(C)(C)S(=O)N1Cc2cc(CO)cc(-c3ccccc3)c2[C@@H]1CCO (stereo partly drawn) | -0.7 | 15 | -12 | -28 | i | -3 | -7 | 1.3 | 1
O=C(NCc1ccco1)/C(=C/c1ccccc1)NC(=O)c1ccco1 | 0.2 | 0 | -4 | -2 | i | 2 | -2 | 0.9 | -2
OC(CNC1CCCc2ccccc21)COc1c(Cl)cccc1Cl (stereo not drawn) | -0.2 | -4 | -10 | 1 | i | -3 | -2 | -0.4 | -1
Cc1cc(Nc2ncc(Cl)cc2Cl)n(-c2ccccc2C)n1 | -0.2 | -13 | -1 | 8 | i | 0 | 0 | -0.4 | -8
CC(=O)NC(Cc1c[nH]c2ccccc12)C(=O)N1CCc2ccccc2C1 (stereo not drawn) | -0.1 | -2 | -5 | 6 | i | -2 | -8 | 0.1 | -6
CC(=O)N[C@@H](Cc1c[nH]c2ccccc12)C(=O)OCC(=O)Nc1ccc2c(c1)OCO2 | -0.2 | 6 | 1 | -71 | i | 0 | -1 | -0.2 | -1
CCCc1cc(C(=O)Nc2cccc3ccccc23)n(C)n1 | -0.8 | 1 | 5 | 10 | i | -1 | 4 | -1.4 | -2
CC1CCC2(CC1)NC(=S)N(c1ccccc1)N2 (stereo not drawn) | 0.1 | 5 | 1 | -47 | i | 0 | -10 | 0.0 | 1
CC(O)(c1ccccc1)C(c1ccccc1)C1CCCCN1 (stereo not drawn) | 0.0 | -3 | 7 | -17 | i | -4 | -4 | 0.2 | 0
C=CCN(CC(=O)NCc1ccc(F)cc1)C(=O)c1csnn1 | -0.3 | 4 | -6 | 2 | i | 4 | -7 | -1.1 | -3
Cc1cc(NC(=O)CNCC(c2ccccc2)N(C)C)c([N+](=O)[O-])cc1C (stereo not drawn) | -0.8 | -1 | -1 | 4 | i | 1 | -6 | 0.2 | 1
O=C(c1ccccc1)N(Cc1ccccc1)Cc1ccccc1 | -0.8 | 0 | -1 | 8 | i | 0 | 12 | -0.4 | 4
Cc1ccc2c(c1)C1CN(C)CCC1N2C(=O)c1cccc(S(=O)(=O)N2CC(C)CC(C)C2)c1 (stereo not drawn) | -0.3 | -8 | 2 | -2 | i | 0 | 3 | 1.0 | -4
O=C(CCC(=O)N(CC(=O)NC1CCCC1)c1ccccc1F)Nc1nccs1 | 0.5 | 0 | -1 | 3 | i | 1 | -6 | -0.9 | -4
COc1ccccc1C(=O)NCC(c1cccs1)N1CCc2ccccc21 (stereo not drawn) | -0.5 | -3 | -2 | -5 | i | 2 | 24 | 3.2 | -6
O=S1(=O)CC(N2CCN(Cc3ccccc3F)CC2)CN1Cc1cn(Cc2ccc(C(F)(F)F)cc2)nn1 (stereo not drawn) | -0.3 | 3 | 11 | · | i | · | 15 | 1.4 | -1
CCCCOc1ccccc1C1NC(=O)NC(C)=C1C(=O)OCCOC (stereo not drawn) | -0.1 | -6 | 4 | -2 | i | -4 | -8 | -0.5 | 0
COc1ccc(NC(=O)c2cc(-c3ccccc3)oc2C)cc1 | 0.0 | -8 | -2 | 6 | i | 1 | 12 | -0.5 | -7
CCOC(=O)CNC(=O)C(NC(=O)C1CCC(C)CC1)C(C)CC (stereo not drawn) | -0.9 | 0 | 1 | 4 | i | 3 | -2 | 0.6 | -4
O=C(CSc1nc2cc3ccccc3cc2[nH]1)Nc1ccc(F)cc1 | 22* | 2 | -4 | -36 | i | -2 | 3 | 1.3 | -4
O=C(C1CCN(S(=O)(=O)c2ccccc2)CC1)N1CCC1 | -0.2 | -3 | -12 | 7 | i | 1 | -8 | 0.0 | -5
Cc1nn(C)c(C(=O)NNC(=S)NCc2ccccc2)c1Cl | -0.5 | 4 | -6 | -33 | i | 7.3* | -3 | -1.4 | -4
CCOc1ccc2nc(N3CCC(C(=O)NC4CCCCC4)CC3)sc2c1 | -0.8 | 2 | 5 | 12 | i | 0 | -7 | -0.3 | -10
COCCNC(=O)Cn1ccc2cc(S(=O)(=O)N3CCCCCC3)ccc21 | 0.3 | 2 | 8 | 5 | i | 2 | -3 | 2.1 | -2
O=S(=O)(c1ccccc1Cl)N1CCCC1c1nc(-c2ccc(Cl)cc2)no1 (stereo not drawn) | -0.5 | 2 | -1 | 4 | i | 0 | 21 | 0.4 | -11
COc1ccc(-c2nc(C)c(C(C)=O)n2O)cc1 | -0.7 | -1 | -9 | 8 | i | -1 | -8 | 1.3 | -3
COc1ccc(-n2cc(C(=O)c3cc(Cl)ccc3O)cc(C#N)c2=O)cc1 | 3.1 | -7 | -10 | -24 | i | 1 | 18 | 3.4 | -3
COc1ccc(N(CC(=O)N2CCCCCC2)S(=O)(=O)c2ccc(OC)c(OC)c2)cc1 | 0.0 | 2 | -23 | 2 | i | -2 | -2 | -1.2 | -3
O=C(/C(=C/O)N=Nc1ccccc1)c1cccs1 | -0.1 | 1 | 22* | 14 | i | -1 | 10 | 3.8 | -2
CC(C)(CNC(=O)c1ccc(S(=O)(=O)N2CCCC2)cc1)N1CCOCC1 | -0.2 | -2 | -2 | 2 | i | 0 | -4 | 1.7 | -1
c1ccc(-c2nnsc2-c2ccccc2)cc1 | 0.3 | 4 | -15 | 0 | i | 2 | 10 | 1.0 | 0
Cc1nn(-c2ccccc2)c(C)c1C(=O)OCC(=O)NC12CC3CC(CC(C3)C1)C2 | -0.3 | -3 | -5 | -30 | i | -1 | 10 | · | -2
Cn1nnc(NC(=S)NC(=O)c2cccs2)n1 | -0.2 | -2 | -7 | 18 | i | -2 | 6 | -0.3 | -2
O=C(C1CCC(N2C(=O)C3CC=CCC3C2=O)CC1)N1CCCCC1 (stereo not drawn) | -1.0 | 8 | 1 | 9 | i | 0 | -6 | 0.1 | -2
S=C(NCc1ccc(Cl)cc1)NC1CCN(Cc2ccccc2)CC1 | 0.1 | 1 | -12 | -92 | i | -3 | -2 | 1.2 | 3
CCOC(=O)N1CCN(S(=O)(=O)c2ccc(Br)cc2)CC1 | -0.9 | 2 | 0 | 1 | i | -2 | 2 | 0.5 | -2

Entries above with a Cl atom, in the order listed:
SMILES | TbMetRS inhib | CSN deneddyl inh | E coli Lon inh | PABP1 MLLE inh | Neddyl block | Rin1-Abl PPI inh | FAS TE block | MsrA inhibitor | MsrA act
O=C(NCc1cccnc1)C1CCCN(S(=O)(=O)c2ccc(Cl)cc2)C1 (stereo not drawn) | -0.6 | 4 | -7 | 4 | i | 1 | -7 | -0.3 | -3
OC(CNC1CCCc2ccccc21)COc1c(Cl)cccc1Cl (stereo not drawn) | -0.2 | -4 | -10 | 1 | i | -3 | -2 | -0.4 | -1
Cc1cc(Nc2ncc(Cl)cc2Cl)n(-c2ccccc2C)n1 | -0.2 | -13 | -1 | 8 | i | 0 | 0 | -0.4 | -8
Cc1nn(C)c(C(=O)NNC(=S)NCc2ccccc2)c1Cl | -0.5 | 4 | -6 | -33 | i | 7.3* | -3 | -1.4 | -4
O=S(=O)(c1ccccc1Cl)N1CCCC1c1nc(-c2ccc(Cl)cc2)no1 (stereo not drawn) | -0.5 | 2 | -1 | 4 | i | 0 | 21 | 0.4 | -11
COc1ccc(-n2cc(C(=O)c3cc(Cl)ccc3O)cc(C#N)c2=O)cc1 | 3.1 | -7 | -10 | -24 | i | 1 | 18 | 3.4 | -3
S=C(NCc1ccc(Cl)cc1)NC1CCN(Cc2ccccc2)CC1 | 0.1 | 1 | -12 | -92 | i | -3 | -2 | 1.2 | 3
